GIRK2 activator: activators of NPY4-receptor-primed GIRK2 channels, summary, cell-based, HEK293, thallium flux. 34,000 tested, under 10 active. activation (% efficacy), % for hits at 37.5 µM. AID 1259324, 2017. G protein-activated inward rectifier potassium channel 2 (Homo sapiens), P48051. HEK293 GIRK2/NPY4 cells, thallium flux fluorescence;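 active = primary screen hit, no activity in plain HEK293 cells, and in GIRK2-only cells above 5% efficacy rising with concentration; inactive = the rest, including fluorescent compounds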;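 note: efficacy is normalized control-subtracted fluorescence 15 s after thallium addition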
Target sequence (P48051 whole entry, looked up): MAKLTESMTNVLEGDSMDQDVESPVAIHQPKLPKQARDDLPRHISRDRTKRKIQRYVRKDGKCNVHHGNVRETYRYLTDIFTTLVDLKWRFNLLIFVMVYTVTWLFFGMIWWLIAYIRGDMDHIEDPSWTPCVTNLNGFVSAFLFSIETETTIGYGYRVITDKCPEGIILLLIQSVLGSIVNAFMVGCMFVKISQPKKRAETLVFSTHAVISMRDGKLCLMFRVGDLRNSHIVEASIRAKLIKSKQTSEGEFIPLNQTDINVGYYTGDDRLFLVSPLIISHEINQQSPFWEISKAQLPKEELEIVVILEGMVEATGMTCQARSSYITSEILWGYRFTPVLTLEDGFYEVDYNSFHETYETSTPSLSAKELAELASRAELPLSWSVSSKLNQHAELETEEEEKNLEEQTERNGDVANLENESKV
Calls only; i = inactive.

Structure	GIRK2 activator
CCOc1ccccc1N1CC(C(=O)N2CCOCC2)CC1=O (configuration not stated)	i
COc1ccc(Cl)cc1NC(=O)C(=O)NCC1CCN(c2ccccn2)CC1	i
Cn1nc(C2CCN(C(=O)NCc3ccccc3)CC2)n(-c2ccccc2)c1=O	i
O=c1c2sccc2n(Cc2nc(-c3ccc(F)cc3)no2)c(=O)n1CCc1ccccc1	i
CNc1nn(CC(=O)Nc2ccc(C(=O)OC)cc2)c(N)c1-c1nc(-c2ccc(C)cc2)no1	i
CC(=O)N1CCN(S(=O)(=O)c2ccc(C(=O)Nc3nnc(C(C)C)s3)cc2)CC1	i
CC(C)(C)CC(=O)NCC(C)(O)c1ccccc1 (configuration not stated)	i
CC(C)(C)C(=O)N1CCc2ccc(NC(=O)Cc3cccs3)cc21	i
O=C(Cc1cccs1)NCCNC(=O)c1ccc(NC(=O)C2CC2)cc1	i
COc1ccc(NC(=O)CCc2csc(NS(=O)(=O)c3ccccc3)n2)cc1OC	i
Cc1noc(C)c1S(=O)(=O)N1CCC2(CC1)C(=O)N(C)C(=O)N2C	i
COc1ccc(NC(=O)c2cccc(C)c2)cc1N1CCCCC1=O	i
COc1ccc(S(=O)(=O)/C(C#N)=C/N2CCN(c3cccc(Cl)c3)CC2)cc1	i
C#CCn1c(=NC(=O)c2ccn(C)n2)sc2cc(OCC)ccc21	i
CNC(=O)C(=O)NCC(c1cccn1C)N1CCCCCC1 (configuration not stated)	i

In the list so far, 2 have a Cl atom:
Structure	GIRK2 activator
COc1ccc(Cl)cc1NC(=O)C(=O)NCC1CCN(c2ccccn2)CC1	i
COc1ccc(S(=O)(=O)/C(C#N)=C/N2CCN(c3cccc(Cl)c3)CC2)cc1	i

Continuation:
Structure	GIRK2 activator
CC(C)c1ccc(S(=O)(=O)Nc2ccc(CC(N)=O)cc2)cc1	i
COc1ccc(CC(=O)N2Cc3nn(-c4ccc(C)cc4)c(-n4cccc4)c3C2)cc1OC	i
COc1ccc(S(=O)(=O)NCC2CCN(C)CC2)cc1	i
Cc1onc(-c2ccccc2Cl)c1C(=O)NCCn1nc(-c2ccccc2)n(C)c1=O	i
CN(Cc1nc2ccccc2[nH]1)C(=O)c1ccco1	i
Cc1cc(O)c(C(c2cccc(Cl)c2)c2c(O)cc(C)n(C)c2=O)c(=O)n1C	i
O=C(COc1ccc(Cl)cc1)Nc1ccccc1NC(=O)c1cccs1	i
O=C(NCCc1ccccc1)NCC1CCN(c2ccccn2)CC1	i
O=C(NCCNC(=O)C1CC1)c1ccc(NC(=O)C2CC2)cc1	i
O=C(Nc1cc(-c2ccco2)nn1-c1nc2c(c(=O)[nH]1)CCCC2)C(c1ccccc1)c1ccccc1	i
Cc1nn(C2CCS(=O)(=O)C2)c2nc(-c3cccs3)cc(C(=O)N3CCCCCC3)c12 (configuration not stated)	i
CCCCOc1ccc(NC(=O)N(CCc2ccccc2)Cc2ccccn2)cc1	i
CC(C)(C)C(=O)N1CCc2ccc(NC(=O)C34CC5CC(CC(C5)C3)C4)cc21	i
COc1ccc(C(CNS(=O)(=O)c2ccc([N+](=O)[O-])cc2)N2CCN(C)CC2)cc1 (configuration not stated)	i
CCOCCn1c(=O)c2c(nc3n(C4CCCC4)c(C)cn23)n(C)c1=O	i

Overlap with the part before: 3 compounds, then new ones.
Structure	GIRK2 activator
CC(C)(C)C(=O)N1CCc2ccc(NC(=O)C34CC5CC(CC(C5)C3)C4)cc21	i
COc1ccc(C(CNS(=O)(=O)c2ccc([N+](=O)[O-])cc2)N2CCN(C)CC2)cc1 (configuration not stated)	i
CCOCCn1c(=O)c2c(nc3n(C4CCCC4)c(C)cn23)n(C)c1=O	i
COc1ccc(S(=O)(=O)NCC(C)(O)C2CC2)cc1C (configuration not stated)	i
COc1ccc(CCC(=O)Nc2cccc(-c3ccc(=O)n(C)n3)c2)cc1	i
COCCn1c(SCC(=O)N2CCCC2)nnc1-c1cn(C)nc1OC	i
CN(C)S(=O)(=O)c1ccc(C(=O)N2CCN(c3cc(-n4ccnc4)ncn3)CC2)cc1	i
CCN1CC(c2nc3ccccc3n2CC(=O)N2CCCCC2)CC1=O (configuration not stated)	i
CC(N)C12CC3CC(CC(O)(C3)C1)C2 (configuration not stated)	i
COc1ccccc1CNc1cc(C)nc(-n2cc([N+](=O)[O-])cn2)n1	i
O=C(Cn1nc(-c2ccco2)c2sc(N3CCCCC3)nc2c1=O)c1ccc2c(c1)CCCC2	i
Cn1cccc1CN(C(=O)c1ccccc1Br)C1CC1	i
COc1ccc(N(CC(=O)N2CCc3ccccc32)S(=O)(=O)c2cccnc2)cc1	i
COc1ccc(-c2ccc(=O)n(CCCNC(=O)C3CCCC3)n2)cc1	i
CNC(=O)C1Cc2ccccc2N1S(=O)(=O)c1ccc2c(c1)OCCO2 (configuration not stated)	i
O=C(CN1CCN(c2nccn2-c2ccccc2F)CC1)N1CCc2ccccc21	i
CCOc1ccc(CNC(=O)Cc2nnc(-c3cccc(Br)c3)o2)cc1	i
O=C(CSc1nc(=O)n(CCO)c2c1CCC2)N1CCc2ccccc21	i

(further entries)
Structure	GIRK2 activator
O=C(Cc1cc(-c2ccco2)on1)NCCC1=CCCCC1	i
COCC(=O)N1CCCc2ccc(NC(=O)CSc3ccc(F)cc3)cc21	i
O=C1CN(CCCc2ccccc2)C2CS(=O)(=O)CC2N1c1cccc(Cl)c1 (configuration not stated)	i
COC(CNC(=O)C(=O)Nc1c2c(nn1-c1cccc(Cl)c1)CS(=O)(=O)C2)OC	i
COc1ccc(CCS(=O)(=O)N2CCOC(c3ccccc3)C2)cc1 (configuration not stated)	i
O=S(=O)(c1ccccc1)c1nc(-c2ccccc2Cl)oc1NCc1cccnc1	i
CCc1ccc(Oc2cc(N3CCC(C(=O)NCc4ccco4)CC3)ncn2)cc1	i
CC(Oc1ccccc1F)C(=O)N1CCN(c2ccc3nnc(-c4ccco4)n3n2)CC1 (configuration not stated)	i
COc1cccc(C(=O)Nc2nn(C)c3c2C(c2ccco2)CC(=O)N3)c1OC (configuration not stated)	i
O=C(c1ccco1)N(Cc1ccsc1)C1CC1	i
CN(C)CCNC(=O)c1ccc(Cn2c(=S)[nH]c3ccc(Br)cc3c2=O)cc1	i
COc1cc(NC(=O)CSC2=NC(C)(C)N=C2c2ccc(Cl)cc2)cc(OC)c1	i
O=C(c1c(F)cccc1Cl)N(Cc1ccccn1)Cc1ccco1	i
COc1cn(CC(=O)Nc2c(C)cc(C)cc2C)c(CSc2nc(C)cs2)cc1=O	i
COc1ccc(CN(c2ccc(F)cc2)S(=O)(=O)c2ccc3nnc(C)n3c2)cc1F	i

Next part
Structure	GIRK2 activator
Cn1nc(CNC(=O)/C=C/c2ccco2)c2ccccc2c1=O	i
Cc1ccc(C(CNC(=O)c2ccco2)N(C)C)cc1 (configuration not stated)	i
O=C(Nc1ccc2c(c1)N(C(=O)C1CCCC1)CC2)c1c(F)cccc1F	i
Cn1c(SCC(=O)Nc2ccc(C#N)cc2)nc2c(-c3ccccc3)c[nH]c2c1=O	i
Cc1cc(C(=O)NCCCn2nc(-c3ccncc3)ccc2=O)no1	i
COc1ccc(C)cc1NC(=O)NCCNc1cc(N2CCCC2)nc(C)n1	i
CNC(=O)C1Cc2ccccc2N1C(=O)Nc1cccc(Cl)c1 (configuration not stated)	i
NC(=O)c1ccc(NC(=O)Cc2cc(-c3ccccc3)on2)cc1	i
Cn1ccnc1N1CCN(CC(=O)Nc2ccc3c(c2)OCO3)CC1	i
O=C(NCC1(O)CCOCC1)c1nc2ccccc2s1	i
Cn1c(=O)c2cc(C(=O)Nc3ccccc3F)sc2n(C)c1=O	i
Cn1cccc1C(CNS(=O)(=O)c1ccc(F)c(Cl)c1)N1CCOCC1 (configuration not stated)	i
Cc1cc(C)n(-c2nc3c(c(=O)n(CC(N)=O)c(=O)n3C)n2C(C)C)n1	i
Cn1nc2c(c1NC(=O)CCCSc1ccc(F)cc1)CCC2	i
O=C(CCSc1ccccc1)NCC1CCN(S(=O)(=O)C2CC2)CC1	i

(continued)
Structure	GIRK2 activator
O=C(COc1ccc2c(c1)OCO2)N1CCN(c2ccc3nncn3n2)CC1	i
O=C(Cc1cccc2ccccc12)NCC1CCN(C(=O)c2ccccc2F)CC1	i
CCOc1ccc(NC(=O)/C(=C\c2ccc(OC)c(OC)c2)NC(C)=O)cc1	i
O=C1c2ccccc2C(=O)N1CCCCN(C(=O)c1ccc(F)cc1)c1ccc(F)cc1F	i
COc1ccc(-c2nnc(NC(=O)c3ccc(Oc4ccccc4)cc3)o2)cc1OC	i
CCc1ccc(S(=O)(=O)NCCNc2ccc(Nc3ccncc3)nn2)cc1	i
CC(=O)N1CCN(C(=O)c2ccc(S(=O)(=O)N3CCCC3)cc2)CC1	i
CS(=O)(=O)N1CCN(C(=O)Cc2csc(Nc3cccc(C(F)(F)F)c3)n2)CC1	i
O=C(Nc1ccc2c(c1)CN(C(=O)C1CC1)CC2)c1cc(-c2ccccc2)on1	i
O=C(CCCn1nc(-c2ccc(Cl)cc2)ccc1=O)Nc1ccccc1F	i
Cn1ccnc1N1CCN(Cc2ccc(F)cc2)CC1	i
O=C(c1cc(-c2ccco2)on1)N1CCC(Cn2cnc3ccccc32)CC1	i
Cc1ccn2c(=O)c(NC(=O)Nc3ccc(C)c(Cl)c3)c(C)nc2c1	i
Cc1cc(NC(=O)Cc2cccc3ccccc23)n(-c2nc3c(cnn3-c3ccccc3)c(=O)[nH]2)n1	i
Cc1cc(O)c(C(c2ccc(Br)cc2)c2c(O)cc(C)[nH]c2=O)c(=O)[nH]1	i

Other compounds follow.
Structure	GIRK2 activator
O=S(=O)(NCC(O)(c1ccccc1)C(F)(F)F)c1ccc(F)c(Cl)c1 (configuration not stated)	i
CC(C)NC(=O)c1nsc(C(=O)NCCc2ccccc2)c1N	i
CN(C)C(CNS(=O)(=O)c1ccc([N+](=O)[O-])cc1)c1ccc(F)cc1 (configuration not stated)	i
Cc1nc2sccn2c(=O)c1NC(=O)C(C)Oc1ccc2c(c1)OCO2 (configuration not stated)	i
CSc1ncccc1C(=O)N1CCC(CNC(=O)/C=C/c2ccc3c(c2)OCO3)CC1	i
COc1ccccc1CNC(=O)C1(c2ccc(F)cc2)CC1	i
COc1ccc(-c2nsc(C(=O)N3CCN(c4cccc(Cl)c4)CC3)c2N)cc1	i
CC(C)Oc1ccc(C(=O)Nc2ccc3c(c2)N(C(=O)C(C)(C)C)CC3)cc1	i
CCOc1ccc(S(=O)(=O)NCc2ccsc2)cc1	i
CC1=NN(c2ccccc2)C(=O)C1C(=O)c1ccc(S(=O)(=O)N(C)C)cc1 (configuration not stated)	i
COc1ccc(Cl)cc1C(=O)N1CCN(c2nccn2-c2cccc(Cl)c2)CC1	i
Cc1ccc(C(C)C)c(OCCCn2c(CCCO)nc3ccccc32)c1	i
Cc1ccc(-n2ccnc2N2CCN(CC(=O)Nc3ccccc3F)CC2)cc1	i
COc1ccc(S(=O)(=O)CC(=O)Nc2nc(C)c(C(C)=O)s2)cc1	i
O=C(NCCn1nc(-n2cccn2)ccc1=O)c1cncc(Br)c1	i

(further entries)
Structure	GIRK2 activator
CCOc1ccccc1-n1ccn(Cc2nc(-c3ccc(C)c(C)c3)no2)c(=O)c1=O	i
COC(=O)c1sccc1S(=O)(=O)N(CC(N)=O)c1ccc(C)cc1	i
COc1ccc(CNC(=O)CSc2nccn3nc(-c4ccccc4)cc23)cc1	i
CC(=O)Nc1ccc2nc(NC(=O)c3cc(C)no3)sc2c1	i
COc1ccc(OC)c2sc(N(Cc3ccccn3)C(=O)c3ccnn3C)nc12	i
O=C(Nc1ccc2scnc2c1)C(c1ccccc1)c1ccccc1	i
O=C(NNC(=O)c1cccn(Cc2ccc(F)cc2)c1=O)c1ccc2ccccc2c1	i
COc1cccc2sc(NC(=O)c3cc(C)n(C)n3)nc12	i
O=C(CCc1csc(NS(=O)(=O)c2ccccc2)n1)N1CCc2ccccc2C1	i
COc1cccc(C(=O)Nc2ccc3c(c2)CCC(=O)N3CC(C)C)c1	i
O=C(NCC(O)(c1ccco1)C1CC1)C1c2ccccc2Oc2ccccc21 (configuration not stated)	i
CN(C(=O)Cn1c(=O)n(Cc2ccncc2)c(=O)c2ncccc21)c1ccccc1	i
CSc1ccccc1NC(=O)C(=O)NCC1CCN(Cc2cc(C)oc2C)CC1	i
COc1ccc(SCC(=O)Nc2nnc(-c3ccnn3C(C)C)o2)cc1	i
COc1ccccc1CCNC(=O)C(=O)Nc1c2c(nn1C(C)(C)C)CSC2	i

Continuation.
Structure	GIRK2 activator
COc1cc(OC)cc(C(=O)NCC(=O)N2CCOC(c3ccccc3)C2)c1 (configuration not stated)	i
NC(=O)Cn1nnn(-c2ccc(NC(=O)CSCc3ccccc3)cc2)c1=O	i
CCc1nnc2ccc(OCCNC(=O)COc3ccc(F)cc3F)nn12	i
COc1cccc(-n2c(=O)[nH]c3c(C(N)=O)nc(-c4ccccc4)nc32)c1	i
COC(=O)c1ccc2c(=O)n(C3CCN(Cc4ccccc4)CC3)c(=S)[nH]c2c1	i
CCOc1ccc(OCC(=O)N2CCN(c3nccn3-c3ccc(C)cc3)CC2)cc1	i
O=C(NCCOc1ccc(F)cc1)C(=O)Nc1cccc(C(F)(F)F)c1	i
COc1ccccc1OCC(=O)Nc1cc(C)nn1-c1nc2c(cnn2-c2cccc(C)c2C)c(=O)[nH]1	i
O=C1CCc2cc(NC(=O)Nc3ccc(Cl)cc3)ccc2N1	i

Of the compounds above, 3 contain a nitro group on carbon:
Structure	GIRK2 activator
COc1ccc(C(CNS(=O)(=O)c2ccc([N+](=O)[O-])cc2)N2CCN(C)CC2)cc1 (configuration not stated)	i
COc1ccccc1CNc1cc(C)nc(-n2cc([N+](=O)[O-])cn2)n1	i
CN(C)C(CNS(=O)(=O)c1ccc([N+](=O)[O-])cc1)c1ccc(F)cc1 (configuration not stated)	i

Screens as filed in PubChem BioAssay.

These rows are one share of the data (hit frequency here may not be typical).
